Screening data (PubChem)
SR-BI DiI-HDL act: SR-BI HDL lipid transfer activation; activation, % at 12.5 µM; AID 504775; CHO ldlA[mSR-BI] cells, DiI-HDL uptake fluorescence, 3 h; 100 = double the neutral-control signal; 320,000 compounds, 0.096% hits;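 active = mean replicate activation of at least 60% and every replicate at or above 60%; inconclusive = mean or all-replicate condition met, but not both; inactive = mean below 60% and not all replicates reaching 60%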;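 note: 0% = median plate neutral-control signal and 100% = twice that signal; values of inactives mirror those of a sister screen read the other way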
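material = CHO ldlA[mSR-BI] cells | medium = Ham's F12 with 0.5% BSA, HEPES 25 mM, pH 7.4 | reagent = fluorescent DiI-HDL, 10 µg/mL final | compound dosing = single-point compound dose | incubation = 3 h, 37 °C | measured by = bottom-read fluorescence, 550/595 nm | measure = HDL uptake via cellular fluorescence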
SR-BI DiI inh: mouse SR-BI HDL lipid transfer inhibition | Q61009 | 320,000 compounds, 0.96% hits | inhibition, % at 12.5 µM | ldlA[mSR-BI] CHO cells, DiI-HDL uptake fluorescence, 3 h;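 active = mean replicate inhibition of at least 70% and a set share of replicates each scoring 70 or more; inconclusive = meets just one of the two criteria; inactive = fails both criteria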;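 note: 0% = median of neutral control wells and 100% = median of positive control wells; values of inactives mirror those of a sister screen read the other way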
Rtt109 HAT inh: C. albicans Rtt109 histone acetyltransferase inhibition | Q5AAJ8 | purified Rtt109/Vps75, ThioGlo CoA-SH fluorescence, 4 h | inhibition, % at 34.9 µM | 330,000 compounds, 0.16% hits | AID 540336;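 active = inhibition of at least 50% in every replicate; inconclusive = best replicate reaches 50% inhibition but some replicates fall short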
dFosB activator: enhances mouse delta FosB homodimer DNA binding | P13346 | purified delta FosB, TAMRA-CDK5 oligo fluorescence polarization; percent of positive-control signal above neutral wells | activation, % at 25 µM | 340,000 compounds, 0.99% hits | AID 493131;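 active = mean activation above about 17%, with every replicate also reaching it, limit read from the data, passing the limit was not always enough; inconclusive = only one of the two conditions met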;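 note: fluorescence polarization rise as delta FosB binds a TAMRA Cdk5 AP-1 oligo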
PvdQ acylase: blocks Pseudomonas aeruginosa PvdQ acylase activity. purified PvdQ acylase, fluorescence plate reader. inhibition, % at 10 µM. 340,000 compounds, 0.063% hits; in the data active = inhibition above about 30%, passing the limit was not always enough; inconclusive = no clear call, values can overlap the other calls;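 note: 0% = vehicle neutral wells and 100% = reference inhibitor wells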
CAL PDZ FP-1: blocks peptide binding to human CAL PDZ domain; 330,000 compounds, 0.02% hits; inhibition, % at 20 µM; Q9HD26; purified CAL PDZ, TMR-peptide fluorescence polarization, 1 h; AID 504414;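 active = highest replicate inhibition of at least 40%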;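 note: plate controls were DMSO neutral control wells for no effect and unlabeled competitor peptide control wells for full effect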
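material = purified tagged CAL PDZ domain construct (CerCALP) | compound dosing = 20 µM, one dose | times = 1 h at RT | measured by = fluorescence polarization from S- and P-plane intensities, G-factor corrected | read-out = inhibition from polarization loss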
MITF TRPM1 HTS: activators of MITF-driven TRPM1 promoter activity in SK-MEL-5 cells | SK-MEL-5 TRPM1-promoter luciferase, 24 h; % of positive control, neutral wells = 0 | activation, % at 12.5 µM | 300,000 compounds, 0.75% hits;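 active = mean activation of at least 80% with every replicate also reaching 80%; inconclusive = mean reaches 80% but some replicate falls short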;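 note: 0% = neutral control wells and 100% = parthenolide positive control wells; values of inactives mirror those of a sister screen read the other way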
NSD2 inh: NSD2 (human) methyltransferase inhibition | O96028 | NSD2 peptide methylation, AlphaScreen, 120 min | inhibition, % at 12.5 µM | 310,000 compounds, 0.54% hits | AID 743445; in the data active = inhibition above about 50%
Target sequence (O96028 whole entry, looked up): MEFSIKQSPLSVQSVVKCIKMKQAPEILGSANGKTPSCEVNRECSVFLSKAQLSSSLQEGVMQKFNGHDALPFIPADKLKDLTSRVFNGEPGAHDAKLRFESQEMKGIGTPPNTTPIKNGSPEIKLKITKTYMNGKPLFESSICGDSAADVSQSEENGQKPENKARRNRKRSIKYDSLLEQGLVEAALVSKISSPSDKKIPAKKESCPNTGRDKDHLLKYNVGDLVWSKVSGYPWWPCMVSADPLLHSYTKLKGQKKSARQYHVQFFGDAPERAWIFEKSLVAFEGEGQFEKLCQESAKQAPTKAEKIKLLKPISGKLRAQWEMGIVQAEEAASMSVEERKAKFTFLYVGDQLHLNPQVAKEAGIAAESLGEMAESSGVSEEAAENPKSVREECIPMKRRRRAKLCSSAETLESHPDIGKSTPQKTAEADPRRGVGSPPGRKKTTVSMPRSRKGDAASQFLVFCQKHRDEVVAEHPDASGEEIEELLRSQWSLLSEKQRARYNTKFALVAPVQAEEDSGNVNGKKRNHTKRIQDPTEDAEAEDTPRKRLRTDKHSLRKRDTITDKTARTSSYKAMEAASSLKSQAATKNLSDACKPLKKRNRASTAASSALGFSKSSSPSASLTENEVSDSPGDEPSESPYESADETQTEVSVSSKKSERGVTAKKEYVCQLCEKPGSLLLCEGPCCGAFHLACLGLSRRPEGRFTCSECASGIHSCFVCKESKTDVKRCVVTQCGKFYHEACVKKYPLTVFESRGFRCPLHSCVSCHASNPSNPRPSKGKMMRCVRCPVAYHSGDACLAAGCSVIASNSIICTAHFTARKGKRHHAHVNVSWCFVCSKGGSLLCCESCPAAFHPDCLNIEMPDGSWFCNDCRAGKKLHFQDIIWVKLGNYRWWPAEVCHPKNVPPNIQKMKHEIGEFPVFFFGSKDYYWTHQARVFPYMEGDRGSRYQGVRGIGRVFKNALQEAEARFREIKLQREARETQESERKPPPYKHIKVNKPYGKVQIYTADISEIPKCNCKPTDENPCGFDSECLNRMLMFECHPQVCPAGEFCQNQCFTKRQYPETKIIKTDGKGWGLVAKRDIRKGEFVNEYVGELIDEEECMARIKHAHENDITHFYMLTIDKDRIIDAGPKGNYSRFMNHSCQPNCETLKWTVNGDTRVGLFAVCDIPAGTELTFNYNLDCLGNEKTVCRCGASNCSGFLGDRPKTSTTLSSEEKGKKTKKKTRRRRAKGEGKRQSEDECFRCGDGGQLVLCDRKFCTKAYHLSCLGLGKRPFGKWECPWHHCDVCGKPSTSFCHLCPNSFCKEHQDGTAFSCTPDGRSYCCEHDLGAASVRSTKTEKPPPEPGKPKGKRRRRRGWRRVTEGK
PfHsp90 set2: inhibits growth of yeast expressing Plasmodium falciparum Hsp90; 310,000 compounds, 0.32% hits; S. cerevisiae expressing PfHsp90, BacTiter-Glo ATP, 48 h; yeast lacking PDR1 and PDR3 efflux regulators; inhibition, % at 9.4 µM;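 active = every replicate shows inhibition above about 80%, whatever the replicate mean, limit read from the data; inconclusive = mean inhibition reaches the set limit but some replicate falls short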;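 note: 0% = DMSO neutral controls and 100% = 20 µM radicicol positive controls; yeast relying on Plasmodium falciparum Hsp90 in place of its own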
CAL PDZ FP-2: CAL PDZ (human) peptide binding inhibition; purified CAL PDZ, TMR-peptide fluorescence polarization, 1 h; inhibition, % at 24.9 µM; 300,000 compounds, 0.92% hits; AID 602252;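 active = mean inhibition of at least 30% with at least half of replicates also reaching 30%; inconclusive = no clear call, values can overlap the other calls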;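 note: 0% = DMSO neutral control and 100% = excess unlabeled competitor peptide PRC23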
* = called active by the depositor; u = inconclusive; x = not tested or not shown.

SMILES | SR-BI DiI-HDL act | SR-BI DiI inh | Rtt109 HAT inh | dFosB activator | PvdQ acylase | CAL PDZ FP-1 | MITF TRPM1 HTS | NSD2 inh | PfHsp90 set2 | CAL PDZ FP-2
COc1ccc(C(=O)NCc2nnc(SCCOc3ccccc3)n2C)cc1 | -8 | 8 | 2 | -14 | -10 | -2.5 | 11 | -1 | 7 | -4
Cc1onc(-c2c(F)cccc2Cl)c1C(=O)Nc1sc2c(c1C#N)CCC(C(C)(C)C)C2 (stereo unspecified) | -38 | 38 | -2 | -16 | 4 | -1.1 | 2 | -1 | -21 | 0
C/C(CC(=O)Nc1ccc(OCc2ccccc2)cc1)=N\NC(=O)C(=O)Nc1ccccc1C | -29 | 29 | -7 | -2 | 5 | x | 44 | -1 | 1 | 2
CCCc1nc2nc(C)c(NS(=O)(=O)c3ccc(Cl)cc3)c(=O)n2[nH]1 | x | x | 2 | -8 | 1 | -1.8 | 9 | 5 | 10 | -3
O=C(O)c1ccccc1C(=O)Nn1cnnc1 | 4 | -4 | 1 | 3 | -2 | 0.4 | 1 | 10 | 1 | -1
Cc1ccc(Nc2nc(N)nc(CSc3nnc(C)s3)n2)cc1 | 8 | -8 | 1 | -5 | -6 | -2.7 | x | 0 | 16 | -7
Cc1cccc(N2CCN(C(=O)Cn3sc4nc(C)cc(C)c4c3=O)CC2C)c1 (stereo unspecified) | 12 | -12 | 159* | 9 | 0 | 1.1 | -5 | x | 167* | 11
CCOC(=O)N1CCN(C2CCCN(C(=O)c3ccccc3C(F)(F)F)C2)CC1 (stereo unspecified) | 2 | -2 | 2 | -6 | -22 | -2.2 | -9 | -1 | 0 | -1
Cc1cccc(OCCc2nnc(N)s2)c1C | -11 | 11 | -5 | -2 | 0 | -1.5 | -1 | -6 | -15 | -1
COc1ccc2ncn(-c3ccccc3)c2c1 | 23 | -23 | -4 | -3 | -8 | -0.7 | 37 | 8 | -1 | 0
Cc1ccc(NC(=O)CN(C)C(=O)COC(=O)/C=C/c2cccs2)cc1 | 0 | 0 | -4 | -14 | -1 | -2.9 | -4 | -1 | 4 | -3
CCc1cc(=O)[nH]c(SCC(=O)Nc2ccc3c(c2)OCCO3)n1 | 0 | 0 | 2 | 5 | -16 | -1.9 | 5 | -4 | x | 0
Cc1ccc(S(=O)(=O)N(C)c2ccc(C(=O)NCc3ccccn3)cc2)cc1 | 1 | -1 | 3 | -1 | -7 | -1.2 | -6 | -3 | -22 | x
CCOC(=O)N/N=C/c1ccc(Oc2ccccc2)cc1 | -15 | 15 | 1 | -13 | -7 | -2.0 | 67 | -2 | -12 | x
NC(=O)c1nnsc1-c1ccc(-c2snnc2C(N)=O)cc1 | 38 | -38 | 2 | 12 | -15 | -0.3 | 13 | 0 | -6 | -5
O=C(CCCOc1ccc(Br)cc1)NCCc1ccc(OC(F)F)cc1 | 0 | 0 | -2 | -6 | -2 | -0.4 | -2 | 7 | -9 | 0
COc1ccc(C(CNC(=O)COc2c(C)cc(C)cc2C)N2CCOCC2)cc1 (stereo unspecified) | -8 | 8 | 3 | -1 | -16 | -0.4 | -12 | 1 | 0 | 68*
COc1ccc(OC)c(NC(=O)CSc2ccc3nnc(-c4cccnc4)n3n2)c1 | x | x | 8 | -8 | -8 | 0.6 | -6 | x | x | 3
CN1CCN(C(=S)c2ccc(-c3cccc([N+](=O)[O-])c3)o2)CC1 | -51 | 51 | -12 | 6 | -4 | 1.4 | u | 12 | -5 | -4
c1ccc(-c2nc(N3CCCCC3)nc3ccccc23)cc1 | -26 | 26 | -11 | 5 | -3 | -1.3 | -2 | x | -97 | -3
Cc1cc(C)nc(NC=C2C(=O)OC(C)(C)OC2=O)n1 | -2 | 2 | 0 | -3 | -3 | -0.8 | x | x | 7 | 6
COc1ccc(CCCc2nnc(SCC(=O)Nc3nc(C)cs3)n2C)cc1C | -58 | 58 | 7 | -10 | 10 | 0.3 | x | 3 | x | x
COc1ccc(C(=O)NC2CC(C)(C)NC(C)(C)C2)cc1OC | 4 | -4 | -3 | 1 | -2 | 0.7 | 0 | 0 | -9 | x
COc1ccc(NC(=S)Nc2ccc(N)c([N+](=O)[O-])c2)cc1 | -34 | 34 | 12 | 3 | -11 | -0.3 | 19 | 21 | -18 | 1
COc1ccccc1NS(=O)(=O)c1cc(C(=O)NCC(c2ccco2)N(C)C)ccc1C (stereo unspecified) | 12 | -12 | x | 6 | 13 | -1.2 | 4 | 1 | -1 | 6
SMILES | SR-BI DiI-HDL act | SR-BI DiI inh | Rtt109 HAT inh | dFosB activator | PvdQ acylase | CAL PDZ FP-1 | MITF TRPM1 HTS | NSD2 inh | PfHsp90 set2 | CAL PDZ FP-2
Cc1ccc([N+](=O)[O-])cc1S(=O)(=O)N1CCN(C)CC1 | 2 | -2 | -5 | 4 | -9 | -3.0 | 3 | -1 | -41 | -4
COc1ccc(OC)c(CNc2ccc3c(c2)CCC3)c1 | -10 | 10 | 0 | -9 | -15 | -0.8 | x | 6 | -10 | 0
COC(=O)c1ccccc1NC(=S)NC(NC(=O)COc1ccccc1)C(Cl)(Cl)Cl (stereo unspecified) | 18 | -18 | -2 | -6 | -20 | -2.8 | 0 | -2 | 51 | 0
CC1CN(c2ccc(Oc3ccccc3)cc2)c2nc3c(c(=O)[nH]c(=O)n3C)n2C1 (stereo unspecified) | 26 | -26 | -11 | -6 | -14 | -0.2 | -4 | -2 | -46 | -3
COc1ccc(N2CCN(S(=O)(=O)CCNC(=O)COc3ccc(Cl)cc3)CC2)cc1 | -5 | 5 | 3 | 3 | -10 | -1.4 | 2 | -2 | 5 | 2
Cc1cc(NC(=O)CSc2nc3cc4c(cc3c(=O)n2CCc2ccccc2)OCO4)no1 | -10 | 10 | x | u | -9 | -1.2 | x | 1 | x | -2
CN(C)CCCNC(=O)c1ccccc1Oc1ccccc1 | -13 | 13 | 0 | -1 | -28 | -1.4 | x | -1 | -9 | x
O=C(NCc1ccc2c(c1)OCO2)C1CCN(c2ncccn2)CC1 | 27 | -27 | 1 | -3 | -17 | -0.6 | -3 | 5 | -11 | -1
O=C(NNC(=O)c1ccccc1[N+](=O)[O-])c1cccs1 | 21 | -21 | -28 | -2 | -22 | -4.7 | -10 | -1 | 37 | -2
Nc1ccc2c(c1)C(=O)N(CCCCCC(=O)O)C2 | -7 | 7 | 2 | -8 | -6 | x | 9 | x | 4 | -8
Cc1ccc(C(C)C)c(OCC(=O)NNC(=O)Cn2[nH]c(=O)c3ccccc3c2=O)c1 | -2 | 2 | 2 | 35* | -4 | -0.8 | 4 | 1 | 10 | x
O=C(CC12CC3CC(CC(Br)(C3)C1)C2)Nc1cccc(S(=O)(=O)NC2=NCCC2)c1 | 18 | -18 | 0 | -8 | -24 | -0.2 | 5 | -1 | 1 | -2
COCCn1c(-c2ccc(OC)cc2)cnc1N | 0 | 0 | -12 | -2 | -9 | -2.0 | x | 1 | 15 | 15
COc1ccc(-n2c(Cc3cccn3C)nnc2SCC(=O)NC2CCCC2)cc1 | -11 | 11 | 4 | -8 | 0 | -0.7 | 4 | x | 0 | 0
CCN1C(=O)[C@H]2[C@H]3CN=C(SCc4ccc(C)cc4)N3[C@@](Cc3ccccc3)(C(=O)OC)[C@H]2C1=O | -9 | 9 | 5 | -4 | 5 | -0.8 | 2 | x | 11 | -3
CCCCCCCCC(=O)N/N=C(\C)c1cccnc1 | 14 | -14 | 5 | -9 | -8 | 0.2 | -3 | 4 | -5 | -3
CC1(C)NC(=O)NC2(C)NC(=O)NC(C)(C)C12 (stereo unspecified) | 2 | -2 | 3 | 0 | 9 | -0.3 | 2 | 5 | -4 | -2
COc1ccc(C2C(C(C)=O)=C(C)Nc3ncnn32)cc1[N+](=O)[O-] (stereo unspecified) | -12 | 12 | -2 | 6 | 1 | -1.0 | 8 | -1 | -7 | -5
CCNc1nc(NCC)n2c(SCC(=O)Nc3cccc(F)c3)nnc2n1 | 30 | -30 | -2 | -1 | -6 | -0.9 | -3 | 0 | -27 | x
CCCCn1c(N)c(N(CCC(C)C)C(=O)c2ccc3c(c2)OCCO3)c(=O)[nH]c1=O | -13 | 13 | -8 | -4 | -14 | 0.1 | -1 | 0 | x | -2
Fc1ccccc1-c1nc(-c2cnccc2C(F)(F)F)no1 | 13 | -13 | 6 | -1 | -6 | -1.3 | 25 | -4 | -3 | x
O=C(CCc1ccc(S(=O)(=O)NCc2ccccc2)cc1)NCc1ccco1 | 2 | -2 | -8 | -9 | -3 | -2.5 | -15 | -3 | 33 | -2
Cc1ccc(C(=O)CC(C(=O)O)n2cnc([N+](=O)[O-])n2)cc1 (stereo unspecified) | 17 | -17 | -4 | 1 | -20 | -0.2 | -7 | -9 | -5 | 0

Entries from the list above that contain an NH in an aromatic ring, in the order listed:
SMILES | SR-BI DiI-HDL act | SR-BI DiI inh | Rtt109 HAT inh | dFosB activator | PvdQ acylase | CAL PDZ FP-1 | MITF TRPM1 HTS | NSD2 inh | PfHsp90 set2 | CAL PDZ FP-2
CCCc1nc2nc(C)c(NS(=O)(=O)c3ccc(Cl)cc3)c(=O)n2[nH]1 | x | x | 2 | -8 | 1 | -1.8 | 9 | 5 | 10 | -3
CCc1cc(=O)[nH]c(SCC(=O)Nc2ccc3c(c2)OCCO3)n1 | 0 | 0 | 2 | 5 | -16 | -1.9 | 5 | -4 | x | 0
CC1CN(c2ccc(Oc3ccccc3)cc2)c2nc3c(c(=O)[nH]c(=O)n3C)n2C1 (stereo unspecified) | 26 | -26 | -11 | -6 | -14 | -0.2 | -4 | -2 | -46 | -3
Cc1ccc(C(C)C)c(OCC(=O)NNC(=O)Cn2[nH]c(=O)c3ccccc3c2=O)c1 | -2 | 2 | 2 | 35* | -4 | -0.8 | 4 | 1 | 10 | x
CCCCn1c(N)c(N(CCC(C)C)C(=O)c2ccc3c(c2)OCCO3)c(=O)[nH]c1=O | -13 | 13 | -8 | -4 | -14 | 0.1 | -1 | 0 | x | -2

Entries listed so far that bear a hit mark in Rtt109 HAT inh.
SMILES | SR-BI DiI-HDL act | SR-BI DiI inh | Rtt109 HAT inh | dFosB activator | PvdQ acylase | CAL PDZ FP-1 | MITF TRPM1 HTS | NSD2 inh | PfHsp90 set2 | CAL PDZ FP-2
Cc1cccc(N2CCN(C(=O)Cn3sc4nc(C)cc(C)c4c3=O)CC2C)c1 (stereo unspecified) | 12 | -12 | 159* | 9 | 0 | 1.1 | -5 | x | 167* | 11

The order is random; any-hit rate near 4.3%.
